D1 potentiator = potentiators of human D1 dopamine receptor. HEK293 TREx D1 cells, calcium flux, dopamine EC20 potentiation. 0.036% of 360,000 active. potentiation, % at 10 µM. AID 504651; in the data active means potentiation above about 30%; further: 0% is about no effect
Target sequence (P21728 whole entry, looked up): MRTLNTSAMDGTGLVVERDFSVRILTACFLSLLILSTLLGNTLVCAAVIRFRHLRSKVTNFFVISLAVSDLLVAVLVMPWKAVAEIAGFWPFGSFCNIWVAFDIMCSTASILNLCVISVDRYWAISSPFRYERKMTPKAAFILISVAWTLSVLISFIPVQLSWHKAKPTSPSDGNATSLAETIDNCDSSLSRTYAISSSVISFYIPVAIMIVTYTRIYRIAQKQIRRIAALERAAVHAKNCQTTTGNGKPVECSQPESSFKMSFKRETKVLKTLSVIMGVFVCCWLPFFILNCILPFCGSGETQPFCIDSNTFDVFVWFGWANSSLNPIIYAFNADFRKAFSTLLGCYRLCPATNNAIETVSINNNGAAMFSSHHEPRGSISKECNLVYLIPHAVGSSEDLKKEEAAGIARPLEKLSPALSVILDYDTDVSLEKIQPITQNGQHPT
TRHR enhancer = allosterically enhances the human TRH receptor; 0.66% of 360,000 active; AID 493056; P34981; TRHR cells, fluo-8 calcium fluorescence, EC20 TRH enhancement; enhancement, % at 2 µM; in the data active means enhancement above about 30%; further: 0% is about no effect
Target sequence (P34981 whole entry, looked up): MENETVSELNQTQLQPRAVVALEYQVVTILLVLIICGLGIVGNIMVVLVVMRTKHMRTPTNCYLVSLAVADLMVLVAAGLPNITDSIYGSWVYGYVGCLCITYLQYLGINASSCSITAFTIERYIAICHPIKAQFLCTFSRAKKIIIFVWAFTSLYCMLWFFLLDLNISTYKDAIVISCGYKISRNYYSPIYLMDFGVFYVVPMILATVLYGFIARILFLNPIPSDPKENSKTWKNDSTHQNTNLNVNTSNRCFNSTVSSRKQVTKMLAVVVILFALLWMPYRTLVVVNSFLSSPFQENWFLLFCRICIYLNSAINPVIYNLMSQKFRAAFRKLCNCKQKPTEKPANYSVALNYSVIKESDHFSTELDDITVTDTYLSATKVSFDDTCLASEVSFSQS
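Enhancer read-out: after compound pinning and an initial kinetic agonist-mode read, an EC20 of TRH (10 nM final) was injected and fluo-8 calcium signal (Ex 480/Em 530) followed at 1 s/cycle for 100 cycles in TRHR-expressing cells.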
D1 antag = antagonists of human D1 dopamine receptor; activity change, negative = inhibition, % at 10 µM; P21728; HEK293 TREx D1 cells, calcium flux, dopamine EC80; active compounds read low; AID 504652; 3.2% of 360,000 active; in the data active means activity change below about -30%; further: on the % scale 0 is the no-effect control and ±100 the full control effect
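After overnight tetracycline induction at 30 C, force-coupled D1 HEK293 cells took up a no-wash calcium dye at room temperature. Compounds were added and monitored 180 s, and the response to EC80 dopamine was then recorded.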
D1 agonist = activates the human D1 dopamine receptor | activation, % at 2 µM | 1% of 360,000 active | HEK293 T-REx D1 cells, calcium flux, agonist mode | P21728; in the data active means activation above about 30%; further: 0% is about no effect
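Tetracycline-induced HEK293 TREx D1 cells, force-coupled to calcium signalling, were dye-loaded with a no-wash calcium kit. Compound was pin-added after a 10 s baseline. Fluorescence was read kinetically at 1 cycle/s for 180 s, with calcium rises flagged as agonism.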
TRHR agonist = TRH receptor (human) agonism. TRHR cells, calcium flux fluo-8, FDSS agonist mode. activation, % at 2 µM. P34981. 0.18% of 360,000 active. AID 493084; in the data active means activation above about 30%; further: 0% is about no effect
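Steps: seed TRHR cells overnight; add fluo-8 no-wash Ca dye, RT 30 min–1.5 h; record 10 s baseline; pin-transfer compounds; monitor fluorescence 1 cycle/s for the agonist window. Calcium increases flag candidate agonists.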
RXFP1 antagonist = RXFP1 (human) relaxin receptor antagonism; AID 1259400; Q9HBX9; HEK293-RXFP1, relaxin-stimulated cAMP HTRF, 30 min; active compounds read low; activity change, negative = inhibition, % at 57.5 µM; 0.59% of 350,000 active;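 active means activity change of -60% or lower, but not beyond a set lower limit; inconclusive means change between -60% and -40%, or beyond the set limit; inactive means change above -40%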; further: on the % scale 0 is the no-effect control and ±100 the full control effect
RXFP1 agonist = RXFP1 (human) receptor agonism. HEK293T-RXFP1 cAMP TR-FRET, 30 min; response scale: percent of porcine relaxin response, buffer zero. Q9HBX9. Potency, µM (titrated, usually from 57.5 µM), inactives show top-dose activation, usual class: activators. 0.3% of 370,000 active; further: potency means the concentration at half of the fitted maximal effect; on the % scale 0 is the no-effect control and ±100 the full control effect; nearly all actives have a fitted effect of over 60% in size; many of its hits are not listed in these tables
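cAMP rise read by TR-FRET after 30 min, 37C compound exposure (up to 58 uM) in RXFP1-transfected HEK293 cells with Ro 20174 present. EC50 from Hill-equation fits, with 29 nM porcine relaxin as 100% and buffer as basal.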
Apoferritin bind = candidate novel general anesthetic via apoferritin binding; P02791; apoferritin/1-aminoanthracene competitive binding, fluorescence; Potency, µM (doses to about 77.5 µM), inactives show top-dose activity change, negative = displacement, usual class: inhibitors; 0.074% of 350,000 active; AID 485281; further: potency means the concentration at half of the fitted maximal effect; on the % scale 0 is the no-effect control and ±100 the full control effect; nearly all actives have a fitted effect of over 20% in size
Target sequence (P02791 2-175 limits assumed): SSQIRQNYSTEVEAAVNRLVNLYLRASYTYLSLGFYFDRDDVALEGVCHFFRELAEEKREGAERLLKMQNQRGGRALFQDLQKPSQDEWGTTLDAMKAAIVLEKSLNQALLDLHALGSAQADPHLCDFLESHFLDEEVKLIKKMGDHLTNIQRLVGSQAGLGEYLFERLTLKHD
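Horse-spleen apoferritin (10 uM) was mixed with 50% saturated 1-aminoanthracene in PBS, exposed to compounds for 10 min at room temperature, and read for fluorescence (ex 380 nm, em 535 nm). Competitive displacement was fitted with a four-parameter Hill equation.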
D2 potentiator = positive allosteric modulators of human D2 dopamine receptor; P14416; HEK293 T-REx D2, calcium flux, EC20 dopamine potentiation; potentiation, % at 10 µM; 0.34% of 340,000 active;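 active means potentiation over 3 SD above the plate norm, cut at about 30% in these data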; further: 0% is about no effect
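Potentiation of an EC20 dopamine calcium response measured kinetically over 180 s, after a preceding 180 s compound-only read flagging agonists. Cells: inducible Hek293 Trex D2 line, 4000/well, cultured overnight at 30 C before dye loading.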
An asterisk follows results filed as active; ? = inconclusive; · = not tested or not shown; & = joins results of further samples; [ ] = dose if it differs, or a comment. Unless noted, the call rests on the fitted dose curve; in most records, active means well fitted curve in the direction sought with a large enough effect; inconclusive means small, poorly fitted or top-dose-only effect, or another doubt; inactive means no such curve, though single readings can be large; an effect the other way counts as inactive or inconclusive.

SMILES | D1 potentiator | TRHR enhancer | D1 antag | D1 agonist | TRHR agonist | RXFP1 antagonist | RXFP1 agonist | Apoferritin bind | D2 potentiator
Cc1c(C(=O)N2CCN(C(=O)c3ccco3)CC2)sc2nc(-c3ccc(F)cc3)cn12 | -13 | -8 | 12 | 3 | -0.8 | 3 | -0.8% | -9% | -4
CC(=O)c1ccc(NC(=O)COC(=O)c2ccccc2N=Nc2ccc(N(C)C)cc2)cc1 | -3 | 3 | 2 | 3 | 0.0 | · | -2.5% | -23% | -6
N#Cc1nc(Nc2cccc([N+](=O)[O-])c2)nc(NC2CCCC2)n1 | -5 | -2 | -18 | 8 | 0.4 | · | · | · | ·
CCOc1ccc(-c2cc(N)n(S(=O)(=O)c3cccc4nsnc34)n2)cc1 | 7 | 3 | 11 | 5 | 0.2 | -3 | 3.6% | -6% | -11
Cc1nnc(SCC(=O)NCc2ccccc2)s1 | -3 | -5 | -3 | 2 | 0.5 | -7 | 0.3% | -7% | -7
CCOC(=O)c1c(NC(=O)COc2cc(C)ccc2C(C)C)sc2c1CCCC2 | 2 | -4 | 9 | -1 | -0.4 | · | 0.7% | 3% | 4
Cc1cc(N2C(=O)C(O)=C(C(=O)c3ccco3)C2c2cccc(Oc3ccccc3)c2)no1 (stereo unspecified) | 2 | 1 | 7 | 11 | -0.7 | -9 | 25% | -7% | -4
O=C(CCC1CCCCC1)N1CCN(Cc2ccc3c(c2)OCO3)CC1 | -3 | 1 | -26 | 1 | -0.9 | -4 | 2.0% | -17% | 0
COc1ccc(N(C)S(=O)(=O)c2cccc3nsnc23)cc1 | -9 | 8 | -19 | -1 | -0.7 | 3 | 0.4% | -12% | 11
COc1cc(/C=N/NC(=O)Cc2cccs2)c([N+](=O)[O-])cc1OC | -5 | 8 | -9 | -3 | 0.2 | 17 | -0.3% | -11% | 4
COc1ccc(OCC(NS(=O)(=O)c2ccc(-n3cnnn3)cc2)C(C)C)cc1 (stereo unspecified) | 2 | -1 | 0 | 2 | -0.6 | 5 | -3.7% | -12% | 1
CCc1ccc(NS(=O)(=O)c2ccc(OC)c(C)c2)cc1 | -3 | -3 | 4 | 2 | 0.1 | 4 | -0.6% | -6% | 1
CC(=O)N(c1cccc(C(F)(F)F)c1)c1nc(/C=C/C(=O)O)cs1 | 6 | -6 | 10 | 2 | -0.2 | -1 | -1.8% | -4% | 8
O=C(c1cccc(Cl)c1)N(Cc1cccc(F)c1)C1CCS(=O)(=O)C1 (stereo unspecified) | 0 | 0 | 0 | 1 | -0.4 | -8 | -1.3% | -3% | 12
Cc1ccc(C)c(NC(=O)c2cc3c([nH]c4ccccc43)c(C)n2)c1 | 0 | 0 | -8 | 2 | 0.1 | 0 | 18% | -6% | -3
O=C(c1ccco1)N1CCN(C(c2cccs2)c2sc3ncnn3c2O)CC1 (stereo unspecified) | -3 | 1 | 8 | 2 | 0.4 | -9 | -1.0% | 2% | -5
O=C(Cn1nnc(-c2ccncc2)n1)NCCc1ccccc1 | 3 | -2 | 5 | 2 | 0.8 | 8 | -0.1% | ? | 20
COc1cc(CO)cc(Br)c1OCC(=O)N1CCCCC1 | -3 | 5 | -5 | 0 | -0.4 | 8 | 0.7% | 9% | -4
Cc1ccc(CNC(=O)CCS(=O)(=O)c2ccc3c(c2)NC(=O)C(C)S3)cc1 (stereo unspecified) | -4 | 4 | -16 | 3 | 0.0 | 20 | -4.7% | -12% | ·
COC(=O)C1CCN(C(=O)COC(=O)c2cc([N+](=O)[O-])ccc2N2CCOCC2)CC1 | -3 | 3 | 3 | -1 | 0.6 | -1 | 0.7% | · | -6
O=C(CNC(=O)c1ccccc1Br)NNC(=O)c1cccs1 | -2 | 1 | 7 | 5 | 0.4 | -6 | 1.9% | · | -6
CC12CCCCC1N(O)C(=O)C(=O)N2O (stereo unspecified) | -7 | -2 | -15 | 3 | 0.9 | -6 | -0.9% | 1% | 3
O=C(NC(Cc1ccccc1)C(=O)O)/C(=C\c1ccccc1F)NC(=O)c1ccccc1 (stereo unspecified) | -2 | -5 | 3 | 4 | -0.4 | 1 | -0.2% | -6% | -1
Cc1cccc(NC(=O)c2c(O)c3cccc4c3n(c2=O)CCC4)n1 | -2 | -8 | -2 | 1 | 0.6 | · | -0.1% | -16% | -7
N#Cc1nc(COc2cccc(Cl)c2)oc1NCCc1ccccc1 | -5 | 2 | 1 | 1 | -0.6 | -30 | -0.7% | -1% | 3
O=C(NCC1CCCO1)c1sc(=S)n2c1[nH]c(=O)c1ccc(C(=O)N3CCCCC3)cc12 (stereo unspecified) | 11 | 11 | 4 | 2 | 0.5 | -4 | 0.9% | -10% | 17
Cc1ccc(NC(=S)Nc2ccc(OC(F)F)c(Cl)c2)cc1F | -5 | 0 | -7 | 12 | 0.8 | -10 | -0.6% | -17% | 9
CCOc1ccccc1NC(=O)Cn1c(=O)oc2cc(S(=O)(=O)NCc3ccccc3)ccc21 | -3 | -5 | -39* | 2 | -0.5 | -18 | -0.7% | -2% | -9
Cc1cc(C)n(CCN(C)C(=O)c2cc(COc3c(F)cccc3F)on2)n1 | -1 | 9 | -50* | -1 | -2.3 | -4 | -0.2% | -2% | ·
CCc1nc(SCc2cc(=O)c3cc(C)ccc3[nH]2)n[nH]1 | -3 | -1 | 1 | 2 | 0.4 | 2 | 1.0% | -6% | -17
COc1ccc(S(=O)(=O)N(C)CC(=O)Nc2ccccc2SC)cc1 | 3 | 4 | -10 | 16 | 0.1 | -2 | -0.3% | 1% | 15
Cc1cccc(C2c3[nH]c4ccccc4c3CCN2C(=O)c2cc(-c3cccn3C)n[nH]2)n1 (stereo unspecified) | -2 | 8 | 8 | 2 | -0.1 | -4 | -3.0% | -5% | -15
COc1ccccc1Nc1cc(C(=O)NC2CCCC2)c2ccccc2n1 | 0&3 | -8&9 | 10&5 | 2&1 | -0.4&-0.7 | -15 | 4.1%&17% | 79%[activator] | -4&-6
O=C(c1cc2nc(-c3ccc(F)cc3)cc(C(F)(F)F)n2n1)N1CCCCC1c1cccnc1 (stereo unspecified) | -4 | -3 | 1 | 0 | -0.7 | -31 | -0.2% | ? | 9
O=C(CSc1nc2ccsc2c(=O)n1Cc1ccccc1Cl)NCc1ccc(Cl)cc1 | -2 | 0 | 11 | 2 | 0.4 | · | 3.7% | -10% | -1
COc1ccc(C(=O)CC2OC(=O)c3c2ccc(OC)c3OC)cc1 (stereo unspecified) | -5 | -4 | 1 | 2 | -0.1 | -14 | 0.5% | -9% | 10
COc1ccc(-n2c(=O)c3ccccc3n(CC(=O)NC3CCCCC3)c2=O)cc1 | -2 | 1 | -1 | -1 | 0.4 | -13 | 4.6% | -6% | 7
Fc1cc(Br)ccc1Nc1c2c(nc3nc(-c4cccs4)nn13)CCCC2 | 6 | 3 | 10 | 7 | -0.6 | -39 | 2.9% | -26% | 3
N#CC1=C2SCN(c3ccccc3)CN2C(=O)CC1c1cccs1 (stereo unspecified) | -1 | 4 | -26 | 9 | 0.2 | -5 | 4.6% | ? | 2
CCOc1ccc(NC(=O)CSc2nc(N)c(-c3ccccc3)c(=O)[nH]2)cc1 | -7 | 8 | -3 | 0 | 0.0 | -8 | 2.1% | -8% | 0

An excerpt of these results, as tab-separated lines.
Compound	D1 potentiator	TRHR enhancer	D1 antag	D1 agonist	TRHR agonist	RXFP1 antagonist	RXFP1 agonist	Apoferritin bind	D2 potentiator
N#CC1=C2SCN(c3ccccc3)CN2C(=O)CC1c1cccs1 (stereo unspecified)	-1	4	-26	9	0.2	-5	4.6%	?	2
CCOc1ccc(NC(=O)CSc2nc(N)c(-c3ccccc3)c(=O)[nH]2)cc1	-7	8	-3	0	0.0	-8	2.1%	-8%	0

Going on with the list.
SMILES | D1 potentiator | TRHR enhancer | D1 antag | D1 agonist | TRHR agonist | RXFP1 antagonist | RXFP1 agonist | Apoferritin bind | D2 potentiator
O=c1n(-c2ccc(Br)cc2)cnn1-c1ncccc1[N+](=O)[O-] | 7 | -5 | 3 | 1 | 0.1 | 5 | 3.4% | -16% | 1
CCCCS(=O)(=O)Nc1ccc(Cc2ccncc2)cc1 | -4 | 7 | 2 | 5 | 0.4 | -16 | 0.1% | -18% | -5
CCNC(=S)N(Cc1cc2c(C)ccc(C)c2[nH]c1=O)C1CCCC1 | 1 | 8 | 22 | 2 | 0.0 | 4 | -1.8% | -4% | ·
Cn1cccc1C(=O)NS(=O)(=O)c1ccccc1Cl | 10 | 0 | -6 | 0 | 0.0 | 0 | 0.6% | 1% | -3
CCCCN(CC)S(=O)(=O)N1CCC(C(=O)NCc2ccc(F)cc2)CC1 | 1 | -2 | -15 | -1 | -0.7 | 13 | -0.5% | -8% | 4
O=C(CCS(=O)(=O)c1ccccc1)Nc1nc(-c2ccc(F)cc2)cs1 | 0 | -12 | -20 | 12 | 3.4 | -9 | -1.4% | 37%[activator] | -7
CN(C)CCCNC(=O)c1ccc(-c2ccccc2)cc1 | -5 | -1 | -11 | 5 | 0.3 | -4 | 0.6% | -17% | -8
COC(=O)c1cc(=O)n(CCc2ccccc2F)c(=Nc2ccc(F)c(Cl)c2)s1 | · | -2 | 4 | 9 | 0.7 | -1 | 0.2% | ? | -1
CN1CCN(C(=O)CN(C2CCCCC2)S(=O)(=O)c2ccccc2)CC1 | -6 | 0 | 8 | 2 | 0.1 | 7 | 2.2% | -8% | 5

An excerpt from further up:
SMILES | D1 potentiator | TRHR enhancer | D1 antag | D1 agonist | TRHR agonist | RXFP1 antagonist | RXFP1 agonist | Apoferritin bind | D2 potentiator
O=c1n(-c2ccc(Br)cc2)cnn1-c1ncccc1[N+](=O)[O-] | 7 | -5 | 3 | 1 | 0.1 | 5 | 3.4% | -16% | 1
CCCCS(=O)(=O)Nc1ccc(Cc2ccncc2)cc1 | -4 | 7 | 2 | 5 | 0.4 | -16 | 0.1% | -18% | -5
CCNC(=S)N(Cc1cc2c(C)ccc(C)c2[nH]c1=O)C1CCCC1 | 1 | 8 | 22 | 2 | 0.0 | 4 | -1.8% | -4% | ·

Screening results deposited in PubChem BioAssay by National Center for Advancing Translational Sciences (NCATS).

Not all compounds are listed, so the mix of outcomes need not match the whole.
